Assay outcomes as filed in PubChem.
TAG inh: inhibitors of triacylglycerol accumulation; inhibition, % at 12.5 µM; hit rate 0.66% among 230,000; AID 651582; H9c2 cells, Nile Red lipid (TAG) fluorescence; cells loaded with 200 µM oleic acid;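 active = pattern-corrected inhibition of lipid staining of at least 50% with the nuclear-stain viability signal not falling by more than 50%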;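 also: 0% = DMSO wells and 100% = triacsin C control wells; some results filed as inactive read as strong as hits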
TAG inh DAPI viability: second read-out of TAG inh, no call of its own (marks repeat the call); DAPI nuclei signal change (viability), lower = more cytotoxic, %;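 whole-well DAPI fluorescence read on a plate reader as a viability signal; minus 50 percent equals half of cells still viable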
* = called active by the depositor.

Every second line gives: TAG inh	TAG inh DAPI viability
> CN(C(=O)CSc1nnc(Cc2cccs2)n1C1CC1)C1CCS(=O)(=O)C1 (configuration not stated)
  -2	-3
> COc1cc(CN2CCN(Cc3ccc(SC)cc3)CC2)cc(OC)c1O
  -12	13
> COC(=O)c1[nH]c2ccccc2c1NC(=O)c1ccccc1F
  1	6
> Cc1cccc(/C=N/NC(=O)NC23CC4CC(CC(C4)C2)C3)n1
  -7	-2
> C[C@H](CO)N1C[C@H](C)[C@@H](CN(C)C(=O)c2ccccn2)Oc2cc(Br)ccc2S1(=O)=O
  -2	-12
> COc1ccc(NC(=O)COc2ccccc2Cc2ccccc2)cc1S(=O)(=O)N1CCOCC1
  -5	2
> Cc1ccc(-c2csc(NC(=O)C3=COCCO3)n2)cc1C
  -28	1
> CCc1noc(C)c1C(=O)N1CCN(c2ccc([N+](=O)[O-])cc2)CC1
  10	9
> Cc1cc(Br)ccc1OCCOCCN1CCCC1
  -2	9
> COc1ccc(CNC(=O)Nc2cc(C)cc(C)c2)cc1
  -8	-1
> CCOC(=O)C1=C(COC(=O)c2ccccc2[N+](=O)[O-])NC(=O)NC1C (configuration not stated)
  -1	-7
> CC(C)Oc1ccc(S(=O)(=O)N2CCOCC2)cc1NC(=O)C1=COCCO1
  27	-10
> Cc1ccn2c(=O)nc(SCC(=O)NCc3ccc(F)cc3)nc2c1
  9	4
> Cn1c(=NC(=O)c2ccco2)sc2cccc(F)c21
  15	6
> COc1ccc(/C=N/NC(=O)c2cccc([N+](=O)[O-])c2)cc1OS(=O)(=O)c1ccccc1
  -54	-15
> Cc1c(C#N)c2ccccc2n1CC(=O)N1CCCc2ccccc21
  3	-2
> O=C(Nc1nc2ccc(Cl)cc2s1)C1CCCO1 (configuration not stated)
  12	-4
> COc1ccc2c(=O)cc(-c3ccccc3)n(C)c2c1
  0	-1
> CCOc1ccc(CCNC(=O)COC(=O)c2nn(C)c(=O)c3ccccc23)cc1OCC
  20	-1
> Cn1c(=O)[nH]c(=O)c2c1nc(CN1CCN(c3ccc(F)cc3)CC1)n2CCN1CCOCC1
  -6	9
> COc1ccc(C(=O)NCC(=O)OCC(=O)N2CCCc3ccccc32)cc1
  -6	4
> Cc1cc(NS(=O)(=O)c2ccc(NC(=S)NC(=O)c3cccc(S(=O)(=O)N(C)C)c3)cc2)no1
  -13	4
> O=C(NCCNc1ccc([N+](=O)[O-])cc1)c1cccs1
  -2	-2
> COc1ccc(Cn2cc(C(=O)c3ccccc3)c(=O)c3cc(OC)ccc32)cc1
  0	-1
> CCOC(=O)C1CCCN(C(=O)Cn2sc3nc(C)cc(C)c3c2=O)C1 (configuration not stated)
  9	2
> Clc1ccc(Oc2cnns2)c(Cl)c1
  -28	14
> COC(=O)c1nn(-c2cccc(C(F)(F)F)c2)c(=O)cc1Sc1ccccn1
  13	-1
> CC(NC(=O)Nc1ccc2c(c1)OCO2)c1ccncc1 (configuration not stated)
  -4	13
> O=C(COc1ccc([N+](=O)[O-])cc1)Nc1ccccc1C(=O)NC1CC1
  -1	1
> C=CCN1C(=O)/C(=C/c2ccsc2)SC1=S
  -11	6
> CC(C)(C)c1ccc(/C=N/NC(=O)Cc2c[nH]c3ccccc23)cc1
  58*	-3.6*
> CN(CC(=O)Nc1cccc(F)c1)CC(=O)Nc1cccc(S(=O)(=O)N2CCCCC2)c1
  -7	-1
> CC(C)CN(C(=O)C1CCCC1)C1CCS(=O)(=O)C1 (configuration not stated)
  -2	-4
> CCc1ccc(NC(=S)Nc2cc(OC)c(NC(=O)C(C)C)cc2OC)cc1
  -5	2
> S=c1[nH]nc(-c2ccco2)n1/N=C/c1ccccc1
  -16	6
> Cc1cccc(NS(=O)(=O)c2cccc(C(=O)N3CCN(S(=O)(=O)c4ccccc4)CC3)c2)c1
  -11	1
> CCc1oc(C(=O)O)cc1COC
  2	10
> Cc1cc(C)n(C(=O)c2ccc([N+](=O)[O-])cc2Cl)n1
  3	6
> O=C(COC(=O)/C=C/c1ccc(F)cc1)NCc1ccc2c(c1)OCO2
  -14	5
> C[C@@H]1CN([C@H](C)CO)C(=O)c2c(c3ccccc3n2C)-c2ccccc2CO[C@H]1CN(C)Cc1cccc(C(=O)O)c1
  2	-7

Rewritten with tabs: 14 of the compounds above.
SMILES	TAG inh	TAG inh DAPI viability
COC(=O)c1nn(-c2cccc(C(F)(F)F)c2)c(=O)cc1Sc1ccccn1	13	-1
CC(NC(=O)Nc1ccc2c(c1)OCO2)c1ccncc1 (configuration not stated)	-4	13
O=C(COc1ccc([N+](=O)[O-])cc1)Nc1ccccc1C(=O)NC1CC1	-1	1
C=CCN1C(=O)/C(=C/c2ccsc2)SC1=S	-11	6
CC(C)(C)c1ccc(/C=N/NC(=O)Cc2c[nH]c3ccccc23)cc1	58*	-3.6*
CN(CC(=O)Nc1cccc(F)c1)CC(=O)Nc1cccc(S(=O)(=O)N2CCCCC2)c1	-7	-1
CC(C)CN(C(=O)C1CCCC1)C1CCS(=O)(=O)C1 (configuration not stated)	-2	-4
CCc1ccc(NC(=S)Nc2cc(OC)c(NC(=O)C(C)C)cc2OC)cc1	-5	2
S=c1[nH]nc(-c2ccco2)n1/N=C/c1ccccc1	-16	6
Cc1cccc(NS(=O)(=O)c2cccc(C(=O)N3CCN(S(=O)(=O)c4ccccc4)CC3)c2)c1	-11	1
CCc1oc(C(=O)O)cc1COC	2	10
Cc1cc(C)n(C(=O)c2ccc([N+](=O)[O-])cc2Cl)n1	3	6
O=C(COC(=O)/C=C/c1ccc(F)cc1)NCc1ccc2c(c1)OCO2	-14	5
C[C@@H]1CN([C@H](C)CO)C(=O)c2c(c3ccccc3n2C)-c2ccccc2CO[C@H]1CN(C)Cc1cccc(C(=O)O)c1	2	-7

Later entries:
Every second line gives: TAG inh	TAG inh DAPI viability
> CCCCN(C=O)c1c(CC)nc2c(OCC3CCCCC3)cccn12
  -14	-4
> CNS(=O)(=O)c1cccc(C(=O)OCC(=O)c2c(N)n(Cc3ccccc3)c(=O)n(C)c2=O)c1
  6	3
> O=S(=O)(NCC(Nc1ccc(Cl)cc1)c1ccccc1)c1ccc(Cl)cc1 (configuration not stated)
  -58	7
> Cc1cccc(N(Cc2ccccc2)C(=O)c2ccc(C)c(S(=O)(=O)N3CCOCC3)c2)c1
  -5	2
> COc1cc(/C=C/CN2CCC(CO)(CC3CCCCO3)CC2)ccc1O (configuration not stated)
  2	-4
> CC(=O)Nc1ccc(S(=O)(=O)N2CCN(C(=O)N3CCCCCC3)CC2)cc1
  -6	-1
> O=c1[nH]c(=S)c2ncn(-c3ccccc3)c2[nH]1
  -2	-5
> Cc1cc(/C=C2/SC(=S)N(c3cccc(C(F)(F)F)c3)C2=O)c(C)n1-c1cccnc1
  -127	-9
> Cc1cccc(C)c1NC(=O)CN1C(=O)S/C(=C\c2cccn2-c2cccc(C(=O)O)c2)C1=O
  -6	-9
> CCN(c1ccccc1)S(=O)(=O)c1ccc(Cl)c(NC(=O)CN2CCCCCC2)c1
  -4	1
> O=C(c1cccs1)N1CCN(c2ccccc2)CC1
  -27	-3
> C/C(=N\O)C(=O)NCc1ccccn1
  8	-12
> O=C(NN(c1ccccc1)c1ccccc1)c1ccc([N+](=O)[O-])o1
  52	-63
> CC1=C(C(=O)N(C)C)CC(CC(=O)NC2CC2)C(=O)N1Cc1ccccc1 (configuration not stated)
  2	-2
> CC(=O)N1N=C(c2cccc(NS(C)(=O)=O)c2)CC1c1cccs1 (configuration not stated)
  -2	1
> Cc1ccc(/C=C/C(=O)OCC(=O)NC(=O)NCc2ccccc2)cc1
  -9	1
> COc1ccccc1CNC(=O)C(=O)NCC1CCCN1S(=O)(=O)c1cc(C)ccc1C (configuration not stated)
  10	-1
> CC(=O)Nc1nonc1NC(=O)c1ccc(F)cc1
  -8	-1
> Cn1c(NC(=O)c2cc(Cl)ccc2Cl)cc(=O)n(C)c1=O
  0	5
> CCCS(=O)c1nc(C)cc(C)c1S(C)(=O)=O (configuration not stated)
  -12	4

The closing two entries of the section above are carried over, then new ones follow:
Every second line gives: TAG inh	TAG inh DAPI viability
> Cn1c(NC(=O)c2cc(Cl)ccc2Cl)cc(=O)n(C)c1=O
  0	5
> CCCS(=O)c1nc(C)cc(C)c1S(C)(=O)=O (configuration not stated)
  -12	4
> CN(C)C(=O)C1C2NC(=S)N(c3ccccc3)C1(C)Oc1ccccc12 (configuration not stated)
  2	-6
> O=C(CCCCCN1C(=O)C2C3C=CC(C3)C2C1=O)Nc1nccs1 (configuration not stated)
  13	-3
> CSc1ccc(CN2C(=O)C(C)Sc3ccc(C(C)=O)cc32)cc1 (configuration not stated)
  10	-6
> CCN1CCCC1Cn1cnc2c([nH]c3ccc(Cl)cc32)c1=O (configuration not stated)
  34	-13
> O=C1OC[C@H]2CCCN2C(=O)[C@@H](CC(=O)N(CCO)Cc2ccccc2)C/C=C\CC[C@H]1Cc1ccc(F)cc1
  5	9
> Cc1onc(-c2ccccc2)c1C(=O)N(CC(C)C)c1c(N)n(CC(C)C)c(=O)[nH]c1=O
  7	2
> COc1ccc(N2CCN(C(=O)CCCC3=NS(=O)(=O)c4ccccc4N3)CC2)cc1
  34	-19
> O=C(NCc1ccncc1)C(=O)N/N=C/c1ccccn1
  1	5
> COCn1ccnc1C(=O)c1ccco1
  8	-3
> CC(C)OC(=O)c1sc2nc3c(cc2c1N)C(=O)CCC3
  15	-1
> CCc1nc2c(OCc3cc(Cl)cc(Cl)c3)cccn2c1N(C)C(=O)c1ccc(C)cc1
  1	1
> CCOC(=O)C1=CN(Cc2ccc(OC)cc2)C=C(C(=O)OCC)C1c1cccs1
  -44	78
> C/C(=N/NC(=O)c1ccoc1C)C12CC3CC(CC(C3)C1)C2
  -1	-6
> O=C(CCN1CCN(Cc2ccccc2)CC1)NNC(=O)Nc1cccc([N+](=O)[O-])c1
  -18	4
> CCn1c(=O)cc(OCC(=O)N2CCc3ccccc32)c2ccccc21
  14	-5
> COc1ccc(S(=O)(=O)N(Cc2ccccc2)Cc2nc3ccccc3c(=O)[nH]2)cc1
  6	2
> CC(=O)Nc1ccc(C)c(NS(=O)(=O)c2cccc(C(F)(F)F)c2)c1
  -3	1
> CCCCn1c(O)c(N=NC(=O)c2ccco2)c2ccccc21
  12	13
> CSc1ccc(OC2(C)CCN(Cc3ccc(OC(C)C)cc3)C2)cc1 (configuration not stated)
  -3	19
> Cc1ccc(-n2ccc(-c3nn(-c4ccccc4)ccc3=O)n2)cc1
  14	-13
> CCOc1ccc(OCCSc2nnnn2-c2ccccc2)cc1
  -39	8
> CCc1nc(N2CCC3(CC2)OCCO3)c2nnn(Cc3ccccc3)c2n1
  8	-3
> Cc1ccc(Cc2nnc(SCC(=O)Nc3ccccc3)[nH]c2=O)cc1
  3	-8
> CC(=O)/C(=N\Nc1ccccc1)Oc1ccc(Br)cc1
  3	-4
> CCOC(=O)c1c(C)cc(C)[nH]c1=O
  23	-4
> CC1CN(c2nc3ccccn3c(=O)c2/C=C(\C#N)C(N)=O)CC(C)O1 (configuration not stated)
  14	-7
> Cc1ccc(NS(=O)(=O)c2cn(C)c(=O)n(C)c2=O)c(C)c1
  4	-3
> CC1(C)CC(=O)C=C(c2ccc(F)nc2)C1
  14	-6
> Cn1cc(S(=O)(=O)NCCc2ccccc2)c(=O)n(C)c1=O
  -6	-7
> O=C(NCc1cccs1)c1nn2cccnc2c1Cl
  5	-2
> O=C(COC(=O)c1nc(Cl)c(Cl)c(Cl)c1Cl)NCc1ccccc1
  3	-4
> Cc1cccc(C(C)C)c1NC(=O)c1c(-c2ccccc2)noc1C
  34	-4
> CC(NC(=O)COC(=O)CCC(=O)c1ccc(F)cc1)c1ccccc1 (configuration not stated)
  2	10
> CCN(CC(=O)NCc1cccs1)S(=O)(=O)c1cccc(Br)c1
  -9	9
> O=C(Oc1ccc(N(Cc2cccs2)C2=NS(=O)(=O)c3ccccc32)cc1)c1ccco1
  -8	8
> CC12CCC(C(=O)N3CCCc4ccccc43)(CC1=O)C2(C)C (configuration not stated)
  -11	-5
> COc1cc([N+](=O)[O-])ccc1NC(=S)Nn1cnnc1
  -3	-8
> O=C(Nc1ccccc1C(F)(F)F)N1CCCC(O)C1 (configuration not stated)
  12	-10
> COc1ccc(/C=N/NC(=O)c2ccc(Cn3cc([N+](=O)[O-])cn3)o2)c(OC)c1C
  -4	12
> CCOc1ccc(S(=O)(=O)N2CCOCC2)cc1NC(=O)CN1C(=O)NC(C)(c2ccccc2)C1=O (configuration not stated)
  -1	2
> COC(=O)c1cc(C(=O)c2cc(F)ccc2O)cn2c(=O)c3c(C)c(C)sc3nc12
  2	11
> O=C(COC(=O)/C=C/c1cccc(Cl)c1)NC1CC1
  -2	-1
> CCOc1ccc(CCNC(=O)CSCc2ccc(C)cc2)cc1OCC
  35	-7
> CCn1c(=O)cc(OCC(=O)NCC2CCCO2)c2ccccc21 (configuration not stated)
  21	-11
> O=C(COC(=O)c1cc(-c2ccco2)nc2ccccc12)NCc1ccccc1
  10	-5
> COc1ccccc1C(=O)NNC(=O)C(=O)NC(C)C
  15	2
> C[C@H]1CN([C@@H](C)CO)C(=O)CCCn2nncc2CO[C@H]1CN(C)S(C)(=O)=O
  -7	3
> COC(C)(C)[C@H](O)COc1c2ccoc2cc2oc(=O)ccc12
  7	1
> Cc1sc2ccccc2[n+]1CC(=O)c1ccccc1
  10	-1
> Cc1nc(NC(=O)COC(=O)C(C)NC(=O)c2ccccc2)c(Cl)cc1Cl (configuration not stated)
  -8	-5

This is a subset. The share of hits here may be higher or lower than overall.
